TexasRed fluor = Texas Red fluorescence interference in TRb-SRC2 counter-screen; TRb/SRC2 Texas Red total fluorescence interference; Potency, µM (titrated, usually from 106 µM), for the others: at the highest dose fluorescence change, negative = quenching; hit rate 0.29% among 280,000; active = well fitted curve in either direction with a large enough effect; inconclusive = small, poorly fitted or top-dose-only effect
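Human TRb ligand-binding domain at 0.6 uM with 20 nM Texas Red SRC2 peptide in Tris buffer containing 1 uM T3 and 5% DMSO, incubated with compound 5 h at ambient temperature. Total fluorescence (555/632 nm) calculated as parallel + 2 × perpendicular.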
RECQ1 helicase = RECQ1 (human) helicase inhibition | P46063 | RECQ1 DNA unwinding, red fluorescence kinetic read | hit rate 0.54% among 240,000 | Potency, µM (highest dose often 57.3 µM), without a hit: at the highest dose activity, negative = inhibition, most hits filed as inhibitors;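 also: plate controls were vehicle for no effect and no enzyme for full effect; nearly all actives have a fitted effect of over 30% in size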
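RECQ1T1 50 nM; forked duplex (20 bp + 30-nt ss tails) 200 nM, ATP 2 mM final; pH 8.0, 2 mM MgCl2, 2.5 ug/ml poly(dI-dC); 15 min compound preincubation; discontinuous kinetic read over 2 h at RT.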
TRb-SRC2 inh = TRbeta-SRC2 interaction inhibition; AID 1469; hit rate 0.065% among 280,000; TRbeta-SRC2 peptide binding, fluorescence polarization; receptor liganded with 1 µM T3; P10828; Potency, µM (highest dose often 106 µM), inactives show at the top dose activity change, negative = inhibition, actives largely listed as inhibitors;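 also: plate controls were bound peptide for no effect and peptide without receptor for full effect; nearly all actives have a fitted effect of over 50% in size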
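Fluorescence polarization of 20 nM Texas Red SRC2 peptide with 0.6 uM human TRb ligand-binding domain, in Tris buffer with 1uM T3 and 5% DMSO. Incubated 5 hr ambient; normalized to unbound and bound controls.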
Tau fibril ThT = blocks human tau fibril formation measured by thioflavin T; recombinant tau K18 P301L (four-repeat tau fragment), heparin-induced fibrillization, ThT fluorescence; Potency, µM (doses to about 57.4 µM), without a hit: at the top dose activity, negative = inhibition, usual class: inhibitors; hit rate 2.1% among 270,000; AID 1460; also: nearly all actives have a fitted effect of over 55% in size
Target sequence (P10636 561-689 P618L limits assumed): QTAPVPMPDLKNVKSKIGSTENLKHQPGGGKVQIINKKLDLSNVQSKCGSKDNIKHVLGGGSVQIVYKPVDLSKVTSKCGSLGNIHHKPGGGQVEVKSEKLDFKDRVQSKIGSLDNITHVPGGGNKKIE
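Tau K18 P301L fragment (15 uM unlabeled plus 0.24 uM Alexa 594-labeled) in 100 mM sodium acetate pH 7 with compound, fibrillization induced by 20 uM heparin for 6 hr at 37 C. Thioflavin T (30 uM) added, fluorescence read after 1 hr (ex 450, em 510 nm).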
JMJD2E inh = JMJD2E (human) inhibition. JMJD2E catalytic domain, FDH-coupled NADH fluorescence (FDH is formaldehyde dehydrogenase). Potency, µM (doses to about 57.1 µM), inactives show at the highest dose activity change, negative = inhibition, actives largely listed as inhibitors. hit rate 1.6% among 230,000. AID 2147; active = well fitted inhibition curve with a large enough effect, not every such curve was filed as active; inconclusive = small, poorly fitted or top-dose-only effect, or another doubt; inactive = no such curve, though single readings can be large or run the other way;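 also: 0% = wells with enzyme and -100% = buffer wells without enzyme; nearly all actives have a fitted effect of over 50% in size; many of its hits are not listed in these tables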
Target sequence (B2RXH2 1-337 limits assumed): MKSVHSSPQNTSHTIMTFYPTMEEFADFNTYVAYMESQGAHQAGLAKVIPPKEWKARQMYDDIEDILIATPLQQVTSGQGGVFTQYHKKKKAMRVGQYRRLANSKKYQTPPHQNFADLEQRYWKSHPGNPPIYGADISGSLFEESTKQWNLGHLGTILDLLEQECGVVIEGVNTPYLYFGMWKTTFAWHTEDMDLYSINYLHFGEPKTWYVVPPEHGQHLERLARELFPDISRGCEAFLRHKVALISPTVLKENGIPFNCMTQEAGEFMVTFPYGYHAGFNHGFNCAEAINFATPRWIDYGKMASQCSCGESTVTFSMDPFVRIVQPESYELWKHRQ
RGS12 GoLoco inh = RGS12 GoLoco-Gai1 interaction inhibition; hit rate 0.44% among 230,000; Gai1:RGS12 GoLoco peptide FP, rhodamine, 10 min; Potency, µM (top dose mostly 61.6 µM), for inactives: at the highest dose activity, negative = inhibition, most hits filed as inhibitors; active = well fitted inhibition curve with a large enough effect, not every such curve was filed as active; inactive = no such curve, though single readings can be large or run the other way; also: nearly all actives have a fitted effect of over 30% in size; many of its hits are not listed in these tables
Target sequence (P63096 whole entry, looked up): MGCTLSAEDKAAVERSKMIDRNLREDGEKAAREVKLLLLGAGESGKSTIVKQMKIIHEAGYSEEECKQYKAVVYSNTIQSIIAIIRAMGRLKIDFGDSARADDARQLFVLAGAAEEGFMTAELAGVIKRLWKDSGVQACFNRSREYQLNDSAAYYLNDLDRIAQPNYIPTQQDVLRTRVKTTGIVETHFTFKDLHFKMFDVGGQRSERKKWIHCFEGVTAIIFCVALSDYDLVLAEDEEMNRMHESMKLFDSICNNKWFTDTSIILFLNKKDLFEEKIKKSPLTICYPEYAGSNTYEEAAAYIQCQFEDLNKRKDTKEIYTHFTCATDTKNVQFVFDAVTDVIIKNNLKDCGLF
Tau fibril FP = tau fibrillization inhibition (FP) | P10636 | K18 P301L tau heparin fibrillization, Alexa594 FP, 6 h | Potency, µM (titrated, usually from 57.7 µM), without a hit: top-dose activity, negative = inhibition, actives largely listed as inhibitors | hit rate 0.39% among 280,000 | AID 1468; also: nearly all actives have a fitted effect of over 55% in size
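Read-out: fluorescence polarization of Alexa 594-labeled tau (0.24 uM), 555 nm excitation, 632 nm emission. Mixtures held 15 uM unlabeled K18 P301L, compound and 20 uM heparin, pH 7 acetate buffer, incubated 6 hr at 37 C.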
L3MBTL1 block = blocks human L3MBTL1; AlphaScreen L3MBTL1–H3K9me1 peptide binding; hit rate 0.66% among 230,000; Potency, µM (titrated, usually from 57.1 µM), for inactives: top-dose activity, negative = inhibition, hits mostly inhibitors; AID 485360; also: nearly all actives have a fitted effect of over 60% in size
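First, the protein-peptide complex forms for 30 min at room temperature (L3MBTL1 50 nM, biotinylated H3K9me1 peptide 75 nM). Next, compounds are pin-transferred and incubated 30 min. Finally, AlphaScreen beads are added and read after 30 min.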
* hit, by the source's call; i = inactive; ? = inconclusive; / = no result given; [ ] = dose if it differs, or a comment. Unless noted, calls follow the shape of the dose curve; as a rule, active = well fitted curve in the direction sought with a large enough effect; inconclusive = small, poorly fitted or top-dose-only effect, or another doubt; inactive = no such curve, though single readings can be large; an effect the other way counts as inactive or inconclusive. Unless noted, % is scaled to controls: 0 for no effect and ±100 for the full control effect; potency is read from the fitted curve at half-maximal effect.

SMILES	TexasRed fluor	RECQ1 helicase	TRb-SRC2 inh	Tau fibril ThT	JMJD2E inh	RGS12 GoLoco inh	Tau fibril FP	L3MBTL1 block
O=C(c1ccco1)N1CCN=C1SCc1ccccc1F	-6.4%	-5.5%	-5.9%	-4.3%	-5.7%	-0.4%	-1.8%	/
N#Cc1c(Cl)cccc1N1CCCC1	-0.5%	-13.5%	-7.8%	-6.2%	?	-2.9%	-10.9%	54.9%[activator]
O=C(O)CSc1nnc(-c2ccccc2O)n1Cc1ccccc1	0.3%	-9.3%	6.2%	-5.0%	0.7%	5.2%	-7.4%	2.7%
O=C(CC1(O)C(=O)Nc2ccccc21)c1ccccc1 (stereo unspecified)	-4.8%	i	-0.4%	-6.3%	-3.5%	1.7%	-4.6%	-2.6%
COc1ccc(-c2noc(CCC(=O)NC3CCN(Cc4ccccc4)CC3)n2)cc1	-0.1%	-9.2%	-2.7%	-5.3%	0.7%	-0.9%	9.2%	/
CCOC(=O)CSc1nc(-c2ccc(F)cc2)cc(C(F)(F)F)c1C#N	-20.8%	/	0.3%	-0.2%	/	/	?	/
O=C(Nc1ccccc1-c1ccccc1)c1cnccn1	-5.1%	-7.1%	2.9%	-12.4%	4.2%	2.1%	0.3%	1.7%
O=C(c1cccs1)N1CCN(Cc2ccccn2)CC1	-0.6%	15.8%	10.4%	13.0%	-4.6%	-7.7%	2.2%	-0.5%
COC(=O)c1ccc2nc(NC(=O)CN3C(=O)CCC3=O)sc2c1	-0.7%	i	7.0%	-16.9%	-23.5%	-21.8%	-7.0%	0.7%
O=C(CSc1nc2ccccc2s1)NC(=O)NCc1ccco1	-0.2%	-3.2%	10.2%	14.6%	-0.6%	-7.7%	-2.4%	?
Cc1c(C(=O)CN2CCSCC2)c2ccccc2n1C	0.0%	-1.5%	2.1%	-8.0%	-3.5%	3.7%	-4.9%	0.1%
C/C(=N/NS(=O)(=O)c1ccc(Cl)cc1)c1cccc(O)c1	-1.5%	i	2.7%	-4.4%	8.7%	7.9%	3.0%	5.8%

Gathered by group: the compounds so far containing a furan ring, fused or not (two)
SMILES	TexasRed fluor	RECQ1 helicase	TRb-SRC2 inh	Tau fibril ThT	JMJD2E inh	RGS12 GoLoco inh	Tau fibril FP	L3MBTL1 block
O=C(c1ccco1)N1CCN=C1SCc1ccccc1F	-6.4%	-5.5%	-5.9%	-4.3%	-5.7%	-0.4%	-1.8%	/
O=C(CSc1nc2ccccc2s1)NC(=O)NCc1ccco1	-0.2%	-3.2%	10.2%	14.6%	-0.6%	-7.7%	-2.4%	?

More results follow:
SMILES	TexasRed fluor	RECQ1 helicase	TRb-SRC2 inh	Tau fibril ThT	JMJD2E inh	RGS12 GoLoco inh	Tau fibril FP	L3MBTL1 block
CCOc1ccc(C(=O)NC(C)(C)CC)cc1	-0.5%	27.3%	8.8%	0.3%	9.7%	11.0%	-2.5%	6.3%
O=C(COc1cccc2ccccc12)N1CCN(c2ccccn2)CC1	-1.2%	?	-7.4%	?	?	-4.7%	0.6%	-1.2%
CN(C)C(=O)CN1CCN(c2nc3nonc3nc2N2CCCCC2)CC1	0.6%	4.2%	-4.9%	-5.7%	-5.3%	-11.6%	0.4%	-3.2%
Cc1cc(/C=N\NC(=O)CC(=O)NC2CCCCC2)c(C)n1-c1ccc(Cl)c(Cl)c1	-0.6%	0.3%	-1.3%	-14.7%	-8.6%	10.3%	-0.4%	-14.9%
Cc1cccc(CNc2ccc(C(CC(N)=O)NC(=O)c3cccc(Br)c3)cc2[N+](=O)[O-])c1 (stereo unspecified)	-1.8%	5.1%	2.5%	-17.1%	-10.5%	-4.6%	-11.1%	/
CCOc1cccc(C2c3[nH]c4ccccc4c3CCN2C(=O)CSCc2ccc(F)cc2)c1 (stereo unspecified)	-0.4%	/	-7.3%	0.4%	/	/	-7.5%	/
CCCc1cc(=O)[nH]c(Nc2ccc(OCC)cc2)n1	5.6%	/	-3.8%	-3.5%	/	/	12.7%	/
Cc1oc(C(C)(C)C)cc1C(=O)NCC(=O)NCC(=O)O	-7.7%	i	-12.9%	6.1%	4.8%	2.0%	1.2%	39.9%[activator]
CC1CN(C(=O)c2cc3c(=O)n4ccccc4nc3s2)CC(C)O1 (stereo unspecified)	-4.3%	1.5%	-5.8%	2.5%	?	-7.5%	-4.5%	/
Cc1onc(-c2ccccc2Cl)c1C(=O)N1CCCc2ccccc21	-4.7%	-6.4%	6.1%	-8.8%	1.8%	-3.0%	-3.7%	2.3%
O=C(c1nnc(-c2ccc(Cl)cc2)o1)C1CCCC1	-5.8%	-7.8%	-3.8%	-7.4%	-6.8%	7.9%	-7.9%	5.8%
O=C(O)CCSc1nnc(SCC(=O)NCC(F)(F)F)s1	-1.0%	-18.1%	1.5%	-1.1%	1.8%	-2.9%	-10.4%	9.9%
Cn1nc(C(=O)Nc2ccc(S(=O)(=O)Nc3ncccn3)cc2)ccc1=O	-1.0%	i	-13.3%	-16.2%	?	29.3%	-3.8%	/
CCOC(=O)N1CCN(c2ncc3c(n2)CC(c2ccc(OC)c(OC)c2)CC3=O)CC1 (stereo unspecified)	5.2%	/	9.2%	?	/	/	0.1%	/
Cc1ccc(C(=O)O)cc1N=Cc1cc(Br)cc(Br)c1O	-2.9%	-15.3%	-3.0%	14.1µM*	?	23.2%	-20.9%	0.0%
COCCCNC(=O)N1CCN(c2nnc(C)c3c(C)n(-c4ccc(Cl)cc4)nc23)CC1	-2.0%	/	-0.4%	-4.8%	/	/	0.6%	/
CCOc1[nH]n(-c2ccc(Cl)cc2)c(=O)c1C=Nc1ccc(C)cc1	1.8%	1.6%	0.8%	-12.6%	0.9%	1.3%	-1.5%	2.5%
CCC(C)NC(=O)CSc1nc2cc3c(cc2c(=O)n1CCCC(=O)NCc1ccc2c(c1)OCO2)OCO3 (stereo unspecified)	-4.3%	/	-0.1%	7.3%	/	/	-0.9%	/
O=C(/C=C/c1ccc(-c2ccccc2[N+](=O)[O-])o1)c1ccccc1	3.6%	-1.8%	1.6%	17.8µM*	?	4.8%	5.4%	?
COc1ccc(C(=O)Nc2cccc(/C(C)=N/NC(=O)c3ccc([N+](=O)[O-])c(C)c3)c2)cc1OC	-2.2%	10.4%	1.0%	?	-0.3%	9.4%	-5.7%	-2.2%
COc1ccccc1CNC(=O)Cc1cc(=O)[nH]c(=O)[nH]1	-2.2%	-8.0%	6.8%	-7.4%	-3.4%	-8.2%	-11.6%	1.9%
COc1ccc(S(=O)(=O)N2c3ccccc3OCC2C(C)(C)C)cc1 (stereo unspecified)	-3.2%	-20.7%	-2.1%	-3.1%	5.7%	6.6%	-7.4%	32.7%[activator]
CCC(C)NC(=O)c1sc2nc(C)c(C(=O)Nc3ccc(C)cc3C)c(-c3ccc(NC(C)=O)cc3)c2c1N (stereo unspecified)	-0.4%	/	10.2%	?	/	/	8.3%	/
Cc1[nH]n(-c2ccccc2)c(=O)c1N=Nc1ccccc1	0.7%	i	2.8%	?	12.2%	3.2%	2.4%	-25.5%
CCCn1nnc(NC(=O)c2cccc(OCC(C)C)c2)n1	0.4%	-4.0%	-9.7%	3.8%	1.8%	2.6%	-9.0%	-1.9%
CCn1c(SCC(=O)Nc2cc(C)ccc2F)nnc1-c1ccccc1O	3.9%	/	1.6%	0.4%	/	/	-3.2%	/
Cc1cc(C)c2nc(N3CCCN(C(=O)c4cnccn4)CC3)c(C#N)cc2c1	-2.0%	-0.7%	5.3%	-21.4%	?	/	-0.6%	9.9%
CCc1nc(SCc2cccnc2)c(C#N)cc1C	2.8%	-9.2%	-16.3%	?	-3.6%	5.9%	6.3%	6.6%
CCN(CC)c1ccc2cc(C(=O)Nc3ccccn3)c(=O)oc2c1	1.7%	-14.0%	-18.4%	?	4.47µM*	-3.4%	-0.4%	10.0%
Cc1cc(C)n(-c2ccccc2C#N)n1	-3.4%	-1.8%	-6.7%	-2.2%	?	3.7%	-2.5%	-4.8%
O=C(NC1CCCc2ccccc21)c1ccccc1Cl (stereo unspecified)	-2.2%	i	-4.6%	-5.2%	-7.7%	8.8%	-0.9%	-6.3%[11.4 µM]
COc1ccc(N2CCN(CCCNC(=O)c3ccc4nc(Cc5ccccc5)oc4c3)CC2)cc1	-0.2%	/	7.4%	-17.8%	/	/	3.7%	/
COc1ccc(OC)c(CCNc2ncnc3onc(-c4ccc(Cl)cc4)c23)c1	-2.8%	/	-1.1%	-12.2%	/	/	-1.6%	/
Cc1ccccc1NC(=O)/C(=C/c1cccs1)NC(=O)c1ccco1	0.5%	-0.2%	7.9%	4.2%	3.5%	1.0%	-7.3%	-3.4%
O=C(NCCO)/C(=C\c1ccc(Br)cc1)NC(=O)c1cccs1	-1.2%	-5.9%	3.7%	-0.8%	-3.8%	8.0%	-5.1%	-0.8%
Cn1c(N)c(S(=O)(=O)N2CCN(c3ccccc3)CC2)c(=O)n(C)c1=O	-1.0%	i	-2.6%	-7.4%	-9.9%	5.0%	-2.2%	/
CCCn1nnc(NC(=S)NC(=O)/C=C/c2ccc(Cl)cc2)n1	0.6%	-9.4%	-2.1%	/	5.3%	-0.8%	-1.8%	/
O=C(COn1nnc2ccc(Cl)cc21)NC12CC3CC(CC(C3)C1)C2	0.8%	i	-5.7%	-17.9%	0.7%	3.7%	13.6%	/
Cc1nnnn1/C(=C\c1ccccc1)C(=O)OCC(=O)NC(C)(C)C	-20.0%	-3.3%	7.9%	-14.6%	-7.0%	-22.2%	-3.2%	0.1%
Cc1ccc(C(=O)Nc2ccc(C(=O)N/N=C/c3ccncc3)cc2)cc1	-9.0%	6.6%	10.6%	-15.5%	?	69.4%[activator]	-6.4%	?
CCn1c2ccccc2c2cc(NC(=O)CSc3nnc(-c4cccc(F)c4)o3)ccc21	0.8%	-4.0%	8.1%	?	6.8%	9.0%	10.9%	/
CCOC(=O)CSc1nnnn1-c1cc(OC)ccc1OC	-6.7%	-5.0%	1.7%	-5.1%	0.3%	-4.5%	1.6%	0.0%

Source: PubChem BioAssay (National Center for Advancing Translational Sciences (NCATS))

A portion of the library; the hit share may differ from the screen's.
